PAD4 inh = PAD4 (human) enzyme inhibition. 330,000 compounds, 0.41% hits. AID 485272. recombinant PAD4, RCA probe fluorescence polarization. inhibition, % at 6.36 µM;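 active = percent inhibition above a cutoff equal to the mean of all tested compounds plus 3 SD, cut at about 15% in these data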;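 note: 0% = PAD4 with RCA probe and DMSO and 100% = probe without PAD4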
PAFAH2 inh = inhibitors of human PAFAH2; recombinant PAFAH2, FP-rhodamine activity probe, fluorescence polarization; inhibition, % at 3.39 µM; 340,000 compounds, 0.99% hits; AID 492956;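 active = inhibition above the mean over all tested compounds plus 3 SD, cut at about 30% in these data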;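 note: inhibitors block probe labeling of enzyme so polarization drops; 0% = enzyme with DMSO and 100% = wells lacking PAFAH2 protein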
LYPLA1 inh = blocks human lysophospholipase 1, a PME1 counter-screen. recombinant LYPLA1, FP-Rh probe fluorescence polarization. inhibition, % at 5.9 µM. 320,000 compounds, 0.16% hits. O75608;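 active = inhibition above the mean of all tested compounds plus 3 SD, set per campaign, cut at about 14% in these data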;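 note: inhibitors block serine hydrolase probe labeling of LYPLA1 so polarization falls; 0% = enzyme with DMSO and 100% = wells lacking LYPLA1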
PREPL inhibitor = inhibitors of human prolyl oligopeptidase-like enzyme PREPL; inhibition, % at 5.96 µM; 320,000 compounds, 0.68% hits; Q4J6C6; recombinant PREPL, fluorescence polarization activity-based probe; in the data active = inhibition above about 43%;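 note: 0% = enzyme with DMSO and 100% = wells lacking enzyme; many of its hits are not listed in these tables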
Target sequence (Q4J6C6 whole entry, looked up): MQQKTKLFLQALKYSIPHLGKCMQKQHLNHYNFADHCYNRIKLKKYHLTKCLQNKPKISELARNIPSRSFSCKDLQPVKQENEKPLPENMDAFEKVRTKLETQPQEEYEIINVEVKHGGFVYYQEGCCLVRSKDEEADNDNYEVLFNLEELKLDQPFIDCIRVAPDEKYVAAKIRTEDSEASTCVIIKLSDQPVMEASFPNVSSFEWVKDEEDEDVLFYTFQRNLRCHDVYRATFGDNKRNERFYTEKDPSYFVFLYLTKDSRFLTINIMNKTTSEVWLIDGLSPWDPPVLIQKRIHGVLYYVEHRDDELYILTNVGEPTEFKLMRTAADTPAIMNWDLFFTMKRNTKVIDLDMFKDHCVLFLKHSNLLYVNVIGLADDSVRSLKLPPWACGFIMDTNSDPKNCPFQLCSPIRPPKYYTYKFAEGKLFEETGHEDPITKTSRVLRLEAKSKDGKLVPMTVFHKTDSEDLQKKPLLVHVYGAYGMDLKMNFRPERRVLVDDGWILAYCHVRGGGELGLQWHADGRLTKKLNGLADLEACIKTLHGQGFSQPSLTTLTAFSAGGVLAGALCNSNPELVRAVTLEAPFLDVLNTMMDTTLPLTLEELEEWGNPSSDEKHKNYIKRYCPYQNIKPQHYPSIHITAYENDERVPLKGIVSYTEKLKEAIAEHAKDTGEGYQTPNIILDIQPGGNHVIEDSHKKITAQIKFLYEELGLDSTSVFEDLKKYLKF
EBNA-1 inhibitor = blocks EBNA-1 binding to DNA | EBNA-1 DNA binding, fluorescence polarization | inhibition, % at 14.8 µM | 300,000 compounds, 0.34% hits; in the data active = inhibition above about 28%
LYPLA2 counter = LYPLA2 (human) inhibition in PME1 counter-screen. O95372. recombinant LYPLA2, FP-Rh probe fluorescence polarization. inhibition, % at 5.9 µM. 320,000 compounds, 0.38% hits. AID 2177;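 active = inhibition above the screen-wide mean plus 3 SD, limit set per campaign, cut at about 26% in these data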;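 note: 0% = LYPLA2 with DMSO and 100% = wells lacking LYPLA2 enzyme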
Target sequence (O95372 whole entry, looked up): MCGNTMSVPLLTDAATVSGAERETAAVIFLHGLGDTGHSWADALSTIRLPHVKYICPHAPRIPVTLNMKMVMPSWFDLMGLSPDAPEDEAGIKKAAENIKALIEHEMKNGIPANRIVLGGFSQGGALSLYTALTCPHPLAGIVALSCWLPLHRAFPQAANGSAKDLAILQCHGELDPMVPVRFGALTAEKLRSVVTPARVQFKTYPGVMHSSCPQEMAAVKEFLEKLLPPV
GSTO1 counter = blocks human GSTO1 in RBBP9 counter-screen | P78417 | recombinant GSTO1, activity-based probe fluorescence polarization | inhibition, % at 5.96 µM | 300,000 compounds, 1.1% hits;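 active = inhibition above the campaign mean inhibition plus 3 SD, cut at about 35% in these data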;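 note: 0% = GSTO1-1 with DMSO and 100% = wells lacking GSTO1-1 enzyme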
ZTA counter = blocks Epstein-Barr virus ZTA, an EBNA-1 counter-screen | ZTA-DNA binding, fluorescence polarization | 320,000 compounds, 0.15% hits | P03206 | inhibition, % at 11 µM | AID 2234; in the data active = inhibition above about 33%
PAFAH1B3 FP inh = inhibitors of human PAFAH1B3. Q15102. recombinant PAFAH1B3, FP-rhodamine probe, fluorescence polarization. inhibition, % at 3.39 µM. 340,000 compounds, 0.28% hits;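 active = inhibition above the screen-wide average of all tested compounds plus 3 SD, cut at about 25% in these data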;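 note: 0% = enzyme with DMSO only and 100% = wells lacking PAFAH1B3 protein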
Starred values were filed as active, the others as inactive; x = not tested or not shown.

Preview:
molecule,PAD4 inh,PAFAH2 inh,LYPLA1 inh,PREPL inhibitor,EBNA-1 inhibitor,LYPLA2 counter,GSTO1 counter,ZTA counter,PAFAH1B3 FP inh
C=CCn1c2ccccc2c2nnc(SCC(=O)NC(C(=O)OC)C(C)C)nc21 (stereo unspecified),-6,0,-5,-2,-2,0,4,-3,2
Cc1occc1C(=O)Nc1ccc(S(=O)(=O)N2CCN(C)CC2)cc1,-2,-6,-6,18,-2,-5,14,10,8
Cc1ccc(Nc2cnn(C34CC5CC(CC(CC(=O)O)(C5)C3)C4)c(=O)c2Cl)cc1,2,-2,-2,15,-8,1,1,-5,-6
Cn1c(=O)c2c(nc(N3CCOCC3)n2CCCNC2=NCCC2)n(C)c1=O,-6,-1,0,16,-10,2,-10,1,2
CC[n+]1c(/C=C/Nc2ccccc2)oc2ccccc21,-5,0,-3,2,-3,-8,-1,-2,-2

All compounds of this part (from the top)
molecule,PAD4 inh,PAFAH2 inh,LYPLA1 inh,PREPL inhibitor,EBNA-1 inhibitor,LYPLA2 counter,GSTO1 counter,ZTA counter,PAFAH1B3 FP inh
C=CCn1c2ccccc2c2nnc(SCC(=O)NC(C(=O)OC)C(C)C)nc21 (stereo unspecified),-6,0,-5,-2,-2,0,4,-3,2
Cc1occc1C(=O)Nc1ccc(S(=O)(=O)N2CCN(C)CC2)cc1,-2,-6,-6,18,-2,-5,14,10,8
Cc1ccc(Nc2cnn(C34CC5CC(CC(CC(=O)O)(C5)C3)C4)c(=O)c2Cl)cc1,2,-2,-2,15,-8,1,1,-5,-6
Cn1c(=O)c2c(nc(N3CCOCC3)n2CCCNC2=NCCC2)n(C)c1=O,-6,-1,0,16,-10,2,-10,1,2
CC[n+]1c(/C=C/Nc2ccccc2)oc2ccccc21,-5,0,-3,2,-3,-8,-1,-2,-2
CCCCCCCCn1c(=O)c(C(=O)OC)c(N)c2ccccc21,-2,x,-9,-15,4,-3,-20,-1,x
Cc1ccc(OCC(=O)N(C)CC(=O)Nc2ccc(F)cc2)c([N+](=O)[O-])n1,4,-1,1,7,-2,-4,5,-1,3
O=C(Nc1cccc(C(F)(F)F)c1)c1cc2ncc(Br)cn2n1,-3,-11,-1,-2,-2,3,-10,-6,4
Cc1ccc(NC(=O)CSCc2ccco2)cc1,-5,5,-3,12,-1,-3,25,-1,-1
Cn1c(=O)[nH]c(=O)c2c1nc(N1CCOCC1)n2CCSc1nc2ccccc2[nH]1,3,5,1,2,-6,2,-1,10,5
CCC(CC)C(=O)NCCc1cc2ccc(OC)cc2[nH]c1=O,-5,11,2,-11,2,7,-37,6,-1
Cc1cc(=O)oc2cc(OCC(=O)NCCCN3CCCC3=O)c(Cl)cc12,-2,-7,0,25,0,5,0,-9,4
O=C1CN(S(=O)(=O)c2ccccc2C(F)(F)F)CCN1,-2,1,7,5,-7,1,4,0,3
O=C(O)c1ccc(COc2ccccc2/C=C2\NC(=O)N(Cc3ccccc3F)C2=O)cc1,-1,0,-3,-15,6,5,-24,16,8
COc1ccc(NC2=Nc3ccccc3CC2)cc1,-4,-2,-1,15,1,-1,7,-20,4
c1ccc(-c2noc(CN3CCN(c4ccccc4)CC3)n2)cc1,1,-5,0,14,1,-1,-3,1,10
COc1ccc(-c2nsc3c(N4CCCC4)ncnc23)cc1,-7,12,-3,-6,-5,2,2,6,7
Cc1cc(C(=O)CSc2nnc(C3CC3)n2C2CC2)c(C)n1C(C)C,-1,-6,0,0,x,-2,x,3,9
C/C(=N\NC(=O)CCc1ccc(S(=O)(=O)N2CCOCC2)cc1)c1ccccc1Cl,-1,6,0,9,0,6,0,2,6
CSCc1c(C(=O)NCCc2ccccn2)oc2ccccc12,-3,7,1,-6,-12,-10,-2,0,3
COc1ccc(C(=O)N2CCN(Cc3ccccc3[N+](=O)[O-])CC2)cc1,-1,-1,3,11,-14,4,10,-29,3
COc1ccc(C(NC(=O)CN2C(=O)NC3(CCc4ccccc43)C2=O)c2ccccc2)cc1 (stereo unspecified),-3,1,-5,0,x,-4,x,-3,2
O=S(=O)(NCCCO)c1ccc2c(c1)Cc1cc(S(=O)(=O)NCCCO)ccc1-2,3,-3,0,10,-18,-4,-11,2,8
O=S(=O)(c1ccc(F)cc1)N1CCN(S(=O)(=O)c2cc(F)ccc2F)CC1,2,0,0,2,0,2,6,11,6
CC(=O)Nc1nnc(COc2ccc(Cl)cc2)s1,2,0,-4,-12,-2,-3,-2,-5,2
CCOc1ccc(Br)cc1S(=O)(=O)NC(=O)c1ccccc1,3,3,3,1,-4,10,1,-3,2
Cc1c(C(=O)Nc2ccc(-c3nnc4n3CCCCC4)cc2)oc2ccc(Br)cc12,-5,-9,-9,26,-7,-6,-8,2,-7
Cc1ccc(CCC(=O)Nc2ccccc2C(=O)O)o1,2,-3,-1,4,13,-1,2,4,9
COc1ccc(N2CCN(C(=O)C34CCC(C)(C(=O)C3)C4(C)C)CC2)cc1 (stereo unspecified),-1,-2,1,9,2,4,-10,-18,0
O=C(COC(=O)c1ccc(F)cc1)NCc1ccc(F)cc1,0,31*,-4,-6,x,1,x,6,-4
CCOC(=O)Cc1csc(NC(=O)CSc2nnc(-c3ccc(NS(=O)(=O)CC)cc3)o2)n1,3,-6,0,-14,-6,0,-7,7,3
CCc1cc(C(=O)N(CCCOC)c2c(N)n(Cc3ccccc3)c(=O)[nH]c2=O)sc1C,3,2,0,14,5,-3,5,1,3
CN(C(=O)CSC1=Nc2ccccc2C2=NC(c3ccccc3)C(=O)N12)C1CCCCC1 (stereo unspecified),-5,3,0,-19,6,4,-1,-1,-4
CCCN1CCCC[C@H]1C(=O)Nc1c(C)cccc1C,-4,-6,-2,-4,-3,2,5,3,-3
Cc1cccc(N2CC(C(=O)O)CC2=O)c1C (stereo unspecified),4,4,5,-6,0,8,-1,14,4
Cc1cccc(N2Cc3ccc(Br)cc3C2)c1,2,-1,-4,-11,1,-9,13,-7,3
O=C(Nc1ccccc1)C1=C[C@H](C2CCCCC2)C[C@H](OCCCCO)O1,-2,-3,-1,-2,-10,-9,-4,1,0
CC(=O)Nc1ccc(SCC(=O)N(CCC#N)c2cc(C)cc(C)c2)cc1,0,-5,0,5,-3,2,15,-2,-6
FC(F)(F)c1cnc(N2CCC(=NOCc3ccc(Cl)cc3)CC2)c(Cl)c1,0,1,-3,0,2,-1,-3,-3,3
Cc1nc(S(=O)(=O)c2ccc(Cl)cc2)c(NCc2ccccc2)o1,-7,7,1,3,9,4,5,18,10
COc1ccc(CN2CCNC(=O)C2CC(=O)NC2CCCC2)c(C)c1C (stereo unspecified),-2,-3,-1,8,0,-5,6,8,12
COc1ccc(CNC(=O)c2cc3cccc(O)c3oc2=N)cc1,6,-2,-2,0,-5,0,6,5,3
COc1cccc(/C=N/Nc2ncccc2[N+](=O)[O-])c1OC,-1,1,0,9,1,-6,-2,-5,8
O=C(NN=C1C2CC3CC(C2)CC1C3)c1ccccc1O,-4,0,1,-11,0,-1,7,7,4
Cc1ccc(/C=C/C(=O)Nc2cccc(S(=O)(=O)N3CCOCC3)c2)o1,-3,0,-5,5,13,-6,2,17,8
CCc1ccc(NC(=O)CCc2nc3ccccc3[nH]2)cc1,3,1,2,3,-15,3,0,2,3
Cc1ccccc1OCCC(=O)Nc1ccc(F)c(Cl)c1,3,2,-4,-15,1,-5,0,-1,7
CCOc1ccccc1NC(=O)Cn1nc(-c2ccco2)ccc1=O,2,-1,2,-5,13,2,5,1,4
C=CCn1c(O)c(C(CC)=NCc2cccnc2)c(=O)[nH]c1=O,-3,0,-5,16,6,2,5,5,6
CCOc1cc(C(=O)OC(C(=O)NC(=O)NC)c2ccccc2)ccc1OCC(=O)N1CCOCC1 (stereo unspecified),-7,1,x,22,x,x,x,x,7
O=C(CCOc1ccccc1)NNC(=O)c1ccccc1,5,-1,x,19,x,x,x,x,10
Cc1cnccc1CN(C)Cc1cn(C)nc1-c1ccc(Oc2ccccc2)cc1,-5,-4,0,6,-4,2,4,10,3
COCCn1c(SCC(=O)NCC2CCCO2)nc2c(c1=O)SC(C)C2 (stereo unspecified),2,1,5,-4,14,7,3,3,-1
CCCNC(=O)c1ccc(Cl)c(Cl)c1,1,-3,2,-14,1,3,9,-14,9
COCC(C)NC(=O)CSc1nnc(-c2cccc(S(=O)(=O)N3CCCCC3)c2)o1 (stereo unspecified),-5,-1,-3,0,-7,-4,10,4,5
Cc1cccc(NC(=O)c2ccc(COc3cccc4ccccc34)o2)n1,-3,-12,-9,4,-1,-9,2,-6,-7

Overlap with the part before: two compounds; new compounds follow.
molecule,PAD4 inh,PAFAH2 inh,LYPLA1 inh,PREPL inhibitor,EBNA-1 inhibitor,LYPLA2 counter,GSTO1 counter,ZTA counter,PAFAH1B3 FP inh
COCC(C)NC(=O)CSc1nnc(-c2cccc(S(=O)(=O)N3CCCCC3)c2)o1 (stereo unspecified),-5,-1,-3,0,-7,-4,10,4,5
Cc1cccc(NC(=O)c2ccc(COc3cccc4ccccc34)o2)n1,-3,-12,-9,4,-1,-9,2,-6,-7
COc1ccc(C(=O)C2CCCN(Cc3ccc(NC(C)=O)cc3)C2)cc1OC (stereo unspecified),1,8,-2,-10,4,1,5,-1,12
Cn1c(=O)c2c(nc(NCCNC(=O)c3ccco3)n2Cc2ccc(F)cc2)n(C)c1=O,-4,-8,3,7,-10,4,1,8,-6
O=C(c1cc(-c2ccc(Cl)cc2)on1)N1CCCCCC1,3,1,0,0,13,-3,-3,10,9
COc1ccc(C2=NCN(c3ccc(C)cc3)C(=S)N2)cc1,12,0,2,10,12,7,35,15,-1
CN1CCN(CCc2nc3cc(NC(=O)COc4ccc([N+](=O)[O-])cc4)ccc3n2C)CC1,2,-2,4,15,1,5,0,-20,6
N#CCC(=O)Nc1ccc(C(=O)OCC(=O)NNC(=O)c2ccc(Cl)cc2)cc1,-4,16,-12,2,2,-26,-10,2,-6
COc1cc(NC(=O)COC(=O)CNC(=O)c2ccc(C)cc2)c(C)cc1[N+](=O)[O-],-2,-1,0,13,2,-4,8,7,-1
O=C(NCCC1=CCCCC1)C1CCN(S(=O)(=O)c2cccc3cccnc23)CC1,0,13,0,9,2,-4,-4,8,3
Cc1cc(NC(=O)COC(=O)C2CC(=O)N(c3ccc(C)c(Cl)c3)C2)no1 (stereo unspecified),2,3,2,3,0,-1,-5,-6,5

Not all compounds are listed; count on the stated rates, not on these rows.
